# Compound activity (PubChem BioAssay)
# M. tuberculosis HTS: M. tuberculosis growth inhibition, HTS (AID 449762) | M. tuberculosis H37Rv growth inhibition, 7H9 media; higher % means a stronger effect | one-dose inhibition, % at 25 µM; IC50 in µM for titrated hits | actives 0.59% (n = 330,000); in the data active = a potency from the dose series; inconclusive = inhibition above about 70% without an active follow-up result;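 note: bacterial growth assessed after seven days of incubation; strong numbers were not always called active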
# VEEV TC-83 Vero: inhibitors of VEEV TC-83 cytopathic effect, confirmation, Vero cells (AID 588727); actives 0.13% (n = 350,000); one-dose inhibition, % at 20 µM; IC50 in µM for titrated hits; Vero cells, VEEV TC-83 cytopathic effect inhibition; higher % means a stronger effect; in the data active = a potency from the dose series; inconclusive = inhibition mostly from about 14% at the one dose, without a potency; inactive = the rest, 99 in 100 with inhibition below about 12%; note: strong numbers were not always called active
# Salmonella PhoP GFP: PhoP regulon inhibitors, Salmonella typhi PhoP promoter GFP reporter, confirmatory (AID 1850); Salmonella Typhi PhoP-promoter GFP reporter, fluorescence, 4 h; higher % means a stronger effect; inhibition, % at 50 µM; hits with a dose series show IC50 in µM; actives 0.33% (n = 310,000); in the data active = a potency from the dose series; inconclusive = inhibition mostly from about 25% at the one dose, without a potency; inactive = the rest, 99 in 100 with inhibition below about 19%;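 note: 0% = induced wells with vehicle and 100% = uninduced wells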
# M. tuberculosis: growth inhibition of non-replicating M. tuberculosis (AID 488890) | inhibition, % at 25 µM, or IC50 in µM where a hit was titrated | actives 0.39% (n = 320,000) | Mycobacterium tuberculosis non-replicating, growth inhibition; higher % means a stronger effect; in the data active = a potency from the dose series; inconclusive = inhibition mostly from about 82% at the one dose, without a potency; inactive = the rest, 99 in 100 with inhibition below about 76%;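 note: plate controls were DMSO cells for no effect and high antibiotic wells for full effect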
# influenza NS1A: NS1A inhibition, H1N1 influenza, cell based functional assay (AID 504329); actives 0.3% (n = 340,000); NS1A functional cell-based assay, percent inhibition; higher % means a stronger effect; one-dose inhibition, % at 12.5 µM; IC50 in µM for titrated hits; in the data active = a potency from the dose series; inconclusive = inhibition above about 27% without an active follow-up result; note: strong numbers were not always called active
# VEEV TC-83 Vero 10K pilot screen: second read-out of VEEV TC-83 Vero, no call of its own (marks repeat the call); inhibition, %; measured here: 10K pilot screen inhibition
# * = called active by the depositor; i = inactive; ? = inconclusive; . = not tested or not shown.
SMILES,M. tuberculosis HTS,VEEV TC-83 Vero,Salmonella PhoP GFP,M. tuberculosis,influenza NS1A,others
COc1cc2c(cc1OC)C(C(=O)O)C(c1ccc(C)o1)N(C)C2=O (stereo not given),-8%,0.9%,-5%,-18%,-9%,
O=C(C(=O)N1CCN(c2cccc(Cl)c2)CC1)c1cn(CC(=O)N2CCOCC2)c2ccccc12,-7%,0.8%,-12%,10%,-1%,
COc1cc(C2c3cc4c(c(O)c3CC3COC(=O)C32)OCO4)cc(OC)c1OC (stereo not given),.,8.2%,.,.,1%,
COc1ccc(NS(=O)(=O)c2ccc(F)c(Cl)c2)cn1,2%,0.4%,-10%,7%,6%,
CCC(=O)N1c2ccc(S(=O)(=O)CCC(=O)N3CCN(c4ccccc4)CC3)cc2CC1C (stereo not given),0%,0.9%,-3%,22%,19%,VEEV TC-83 Vero 10K pilot screen=0.2
Nc1ccccc1C(=O)OCCOc1ccccc1,10%,1.9%,-5%,48%,-10%,
COc1cc(CNc2ccc(N3CCCC3)cc2)ccc1OCc1ccccc1F,2%,8.8%,3%,70%,13%,
CN(C(=O)COC(=O)Cn1c(C(F)(F)F)nc2ccccc21)c1c(N)n(Cc2ccccc2)c(=O)[nH]c1=O,-5%,1.2%,4%,17%,5%,
O=S1(=O)c2ccc(Br)cc2N2CCC[C@@H]2CN1Cc1ccc(Cl)cc1,.,1.9%,.,.,-6%,
COc1cccc2sc(NC(=O)c3ccc(S(=O)(=O)N4CCOCC4)cc3)nc12,-1%,1.3%,-3%,3%,5%,
Cc1cccc(C)c1NC(=O)c1sccc1SCc1cccc(C(F)(F)F)c1,-1%,i,-9%,26%,-8%,
Cc1cnc(CN(C)Cc2c(C(=O)N3CCCCCCC3)nc3ccc(Cl)cn23)[nH]1,2%,8.7%,-2%,37%,-12%,
Cn1c(SCc2cccc([N+](=O)[O-])c2)nc2ccccc2c1=O,17%,i,.,34%,1%,
CC(C)(C)SC(=O)CC1NS(=O)(=O)OC2CCCCC12 (stereo not given),36%,0.2%,-24%,31%,4%,
CC(C)(C)c1ccc(C(=O)/C(C#N)=C/c2cccs2)cc1,-7%,3.6%,6%,8%,20%,
CC(=O)N/N=C/c1cc(C(C)C)cc(/C=N/NC(C)=O)c1O,68%,1.1%,10%,-15%,1%,
O=C(O)c1cn(Cc2ccccc2)c2ccc(Cl)cc2c1=O,6%,i,10%,75%,2%,
COc1ccc(C(=O)NCc2nnc(SCC(=O)Nc3ccccc3OC)n2C)cc1,-7%,3.0%,10%,0%,-10%,
CCOC(=O)c1c(S(=O)(=O)Nc2ccc(C)cn2)c(C)n(C)c1C,-10%,1.1%,-2%,-5%,6%,
O=c1c2sc3nc(N4CCOCC4)c4c(c3c2ncn1-c1ccccc1)CCCC4,13%,8.8%,6%,33%,-8%,
CCOC(=O)CCc1c(C)nc2c(c(C)nn2-c2ccccc2)c1C,3%,0.4%,-4%,23%,3%,
Cc1ccc(C2C(C(=O)c3cccs3)=C(O)C(=O)N2CCN2CCOCC2)o1 (stereo not given),-4%,0.7%,-2%,-2%,1%,VEEV TC-83 Vero 10K pilot screen=0.3
O=C(Nc1nnc(COc2ccc(F)cc2)s1)c1cccs1,-3%,1.5%,-4%,-9%,-8%,
COc1cc(C(=O)/C=C/Nc2ccc(NC(C)=O)cc2)cc(OC)c1OC,3%,11%,-2%,-13%,3%,
CCOc1ccc(OCCC(=O)OCC(=O)Nc2ccc3c(c2)OCCO3)cc1,?,1.6%,1%,51%,-5%,
O=C(Nc1cccc([N+](=O)[O-])c1)Nc1cnccn1,-13%,0.2%,-1%,-13%,-12%,
O=C(COC(=O)COc1ccccc1)Nc1ncc([N+](=O)[O-])s1,4%,i,.,72%,-12%,
Cn1c(=O)c(=O)n(C)c2cc(N3CCCCC3)c(NS(=O)(=O)c3ccc([N+](=O)[O-])cc3)cc21,1%,i,-3%,9%,2%,
S=C1NC(c2ccccc2)N2C(=S)NC(c3ccccc3)N12 (stereo not given),-7%,i,12%,-8%,-6%,
COc1cc(CC(=O)Nc2nc(-c3ccccc3)c(C(C)=O)s2)cc(OC)c1OC,3%,2.7%,12%,9%,12%,
COC(=O)Cc1c(C)[nH]n(-c2cc(Cl)cc(Cl)c2)c1=O,11%,0.6%,-3%,?,5%,
COc1cc(COC(=O)Oc2ccc(CNC(C)=O)cc2OC)c([N+](=O)[O-])cc1OC,9%,0.3%,-12%,-3%,-2%,
Cc1cccc(-n2c(O)c(/C=N/Nc3nc4c(c(=O)n(C)c(=O)n4C)n3C)c(=O)[nH]c2=S)c1,6%,i,-11%,-6%,17%,
COc1cc(NC(=S)NCc2cccs2)cc(OC)c1,1%,1.3%,-8%,74%,-1%,
O=C(Cc1ccccc1[N+](=O)[O-])Nc1ccc(S(=O)(=O)N2CCCC2)cc1,2%,0.3%,5%,14%,2%,
CCOc1ccccc1NC(=O)CN(c1nccs1)S(=O)(=O)c1ccc(N)cc1,-11%,2.8%,-1%,25%,19%,
C#CCOc1ccccc1/C=N/NC(=O)c1ccccc1OCc1ccccc1,-9%,2.8%,-4%,5%,-8%,
CN(C(=O)c1ccc(NC(=O)Cc2ccc(NC(=O)C3CCN(C(=O)C4CCCCC4)CC3)cc2)cc1)C1CC1,-4%,0.3%,.,5%,9%,VEEV TC-83 Vero 10K pilot screen=2.0
CC(C)C[C@H](NC(=O)OC(C)(C)C)c1n[nH]c(=S)n1N,-1%,i,-16%,3%,0%,
COc1ccc(CC2=C(O)c3ccccc3C(=O)C2=O)cc1,13%,1.6%,-6%,45%,-8%,
CN(C)c1nc(C(=O)O)nc(N2CCOCC2)n1,-3%,3.1%,-8%,5%,-7%,
CCOc1cc(C(C(=O)NCC2CCCO2)N(C(=O)Cn2nnc3ccccc32)c2ccc(NC(C)=O)cc2)ccc1O (stereo not given),-2%,i,15%,-1%,3%,
Cc1ccc2nc(C(F)OC(F)(F)F)[nH]c2c1 (stereo not given),1%,2.2%,0%,33%,-4%,VEEV TC-83 Vero 10K pilot screen=0.6
Cc1oc2c(c(C)cc3oc(=O)c(CC(=O)N[C@@H](CC(C)C)C(=O)O)c(C)c32)c1C,-5%,0.1%,-11%,9%,5%,
CCOc1ccccc1NC(=O)NCc1ccc2c(c1)OCO2,-6%,0.5%,-4%,-9%,2%,
Cc1ccc(S(=O)(=O)N2CCOCC2)cc1C(=O)NCc1cn2ccsc2n1,4%,0.1%,5%,8%,-19%,
O=C(NCCNC(=O)c1cnccn1)c1ccc(Cl)c(Cl)c1,-1%,2.5%,-2%,.,-6%,
Cc1cc(C)n(C2CC(=O)N(c3cccc(Cl)c3)C2=O)n1 (stereo not given),1%,1.5%,9%,13%,-2%,
COC(=O)N/N=C/c1cc(C)n(-c2ccc(F)cc2)c1C,1%,0.7%,-1%,15%,3%,
O=C(NCCc1ccc(Cl)cc1)c1ccc(CS(=O)Cc2ccccc2Cl)o1 (stereo not given),6%,8.2%,7%,9%,5%,
CCc1ccc(CCC(=O)Nc2ccccc2C(=O)O)o1,2%,1.4%,-13%,44%,1%,
Cc1ccc(N(CC(=O)NCCSc2ccccn2)S(C)(=O)=O)cc1,-2%,1.1%,-1%,43%,-4%,
Cc1ccc(C(=O)Oc2ccc(C(=O)COC(=O)C3CC(=O)N(Cc4ccco4)C3)cc2)cc1 (stereo not given),?,2.0%,-10%,64%,-6%,
O=C(Nc1nc(-c2ccccc2)cs1)c1cccnc1,3%,1.0%,-9%,7%,-4%,
O=C(NC(=S)NCC1CCCO1)c1ccccc1[N+](=O)[O-] (stereo not given),-4%,1.1%,-1%,-7%,.,
Fc1ccc(NCc2n[nH]c(=S)n2Cc2ccccc2)cc1,1%,2.5%,-3%,-10%,-16%,
O=C(O)CCC(=O)Nc1cccc(-c2nnc(-c3ccccc3)o2)c1,4%,1.0%,-3%,-5%,-11%,
CS(=O)(=O)N1N=C(c2ccccc2)CC1c1cccs1 (stereo not given),0%,1.9%,2%,5%,-14%,
O=C(COC(=O)c1ccccc1Br)NC1CCCCCCC1,67%,0.7%,.,?,6%,
CC12CCC(C(=O)Nc3nc4ccc(Br)cc4s3)(OC1=O)C2(C)C (stereo not given),18%,1.1%,-5%,63%,-7%,
# The listing continues.
SMILES,M. tuberculosis HTS,VEEV TC-83 Vero,Salmonella PhoP GFP,M. tuberculosis,influenza NS1A,others
COc1ccc(OC)c(N=c2ssnc2Cl)c1,?,6.1%,-7%,-13%,3%,
c1nc(NCC2(N3CCOCC3)CCCCC2)c2ccsc2n1,-14%,4.8%,4%,7%,-3%,VEEV TC-83 Vero 10K pilot screen=4.8
O=C(COc1ccccc1)Nc1cc(NC(=O)COc2ccccc2)cc(C(=O)O)c1,9%,0.6%,-7%,-6%,-6%,
CCNC(=O)NS(=O)(=O)c1cnccc1Nc1cccc(Cl)c1,-9%,0.7%,0%,1%,-2%,
CC(C)(C)C1CCC2(CC1)SCC(=O)N2c1ccccc1 (stereo not given),5%,0.1%,-3%,15%,-8%,
COc1ccc(C(=O)Nc2ccccc2C(=O)Nc2ccc(C(=O)O)cc2)cc1,9%,0.6%,10%,-13%,-7%,
O=Nc1c2cc(-c3ccccc3)[nH]nc-2c2ccccc12,.,1.8%,.,.,-3%,
O=C(CC1SC(=Nc2ccc(OC(F)F)cc2)N(CCN2CCOCC2)C1=O)Nc1ccccc1 (stereo not given),5%,0.2%,-12%,20%,2%,
COC(=O)c1ccc(/C=N/Nc2nc3ccccc3[nH]2)cc1,27%,3.0%,-7%,66%,-1%,
O=C(/C=C/c1ccc(F)cc1)NC(=S)NNC(=O)c1cnccn1,5%,13%,29µM*,-40%,1.6µM*,
O=C1/C(=C/c2ccccn2)COc2ccccc21,?,8.4%,-46%,i,-1%,
COCCNS(=O)(=O)c1ccc2c(c1)n(C)c(=O)n2C,8%,2.4%,7%,-6%,-5%,
COc1ccc(C(=O)c2ccccc2)c2c(O)ccc(C(=O)c3ccccc3)c12,-4%,7.3%,0%,-23%,7%,
Cc1ccccc1NS(=O)(=O)c1cc(C(=O)Nc2cccc([N+](=O)[O-])c2)ccc1C,6%,6.3%,-4%,22%,4%,
Nn1c(SCC(=O)Nc2ccc(F)cc2)nnc1C1CCCCC1,1%,3.5%,0%,9%,0%,VEEV TC-83 Vero 10K pilot screen=1.5

# Of the compounds above, these contain an NH in an aromatic ring:
SMILES,M. tuberculosis HTS,VEEV TC-83 Vero,Salmonella PhoP GFP,M. tuberculosis,influenza NS1A,others
CN(C(=O)COC(=O)Cn1c(C(F)(F)F)nc2ccccc21)c1c(N)n(Cc2ccccc2)c(=O)[nH]c1=O,-5%,1.2%,4%,17%,5%,
Cc1cnc(CN(C)Cc2c(C(=O)N3CCCCCCC3)nc3ccc(Cl)cn23)[nH]1,2%,8.7%,-2%,37%,-12%,
COC(=O)Cc1c(C)[nH]n(-c2cc(Cl)cc(Cl)c2)c1=O,11%,0.6%,-3%,?,5%,
Cc1cccc(-n2c(O)c(/C=N/Nc3nc4c(c(=O)n(C)c(=O)n4C)n3C)c(=O)[nH]c2=S)c1,6%,i,-11%,-6%,17%,
CC(C)C[C@H](NC(=O)OC(C)(C)C)c1n[nH]c(=S)n1N,-1%,i,-16%,3%,0%,
Cc1ccc2nc(C(F)OC(F)(F)F)[nH]c2c1 (stereo not given),1%,2.2%,0%,33%,-4%,VEEV TC-83 Vero 10K pilot screen=0.6
Fc1ccc(NCc2n[nH]c(=S)n2Cc2ccccc2)cc1,1%,2.5%,-3%,-10%,-16%,
O=Nc1c2cc(-c3ccccc3)[nH]nc-2c2ccccc12,.,1.8%,.,.,-3%,
COC(=O)c1ccc(/C=N/Nc2nc3ccccc3[nH]2)cc1,27%,3.0%,-7%,66%,-1%,
